# Keap1 Nrf2 FP: disrupts human Keap1 binding to Nrf2 peptide; Keap1 Kelch-Nrf2 peptide fluorescence polarization, 1536-well; inhibition, % at 9.4 µM; 340,000 compounds, 0.15% hits; in the data active means inhibition above about 12%;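 further: human Keap1 Kelch domain with fluorescein labeled Nrf2 9mer peptide probe; 0% = neutral control wells and 100% = peptide positive control; higher means more block of Keap1 binding to Nrf2 peptide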
# RTF Ca sens inh: cardiac RTF calcium desensitization | P19429+P45379 | AID 493244 | inhibition, % at 7.15 µM | IANBD-labeled cardiac RTF, Ca2+ fluorescence | 340,000 compounds, 0.12% hits;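 active means inhibition above the mean inhibition of all tested compounds plus 3 SD, cut at about 17% in these data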;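 further: assay run at fixed EC70 calcium of 1.6 mM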
# NSD2 HMT inh: inhibitors of human histone methyltransferase NSD2; O96028; NSD2 peptide methylation, AlphaScreen, 120 min; inhibition, % at 12.5 µM; 310,000 compounds, 0.54% hits; AID 743445; in the data active means inhibition above about 50%
# Target sequence (O96028 whole entry, looked up): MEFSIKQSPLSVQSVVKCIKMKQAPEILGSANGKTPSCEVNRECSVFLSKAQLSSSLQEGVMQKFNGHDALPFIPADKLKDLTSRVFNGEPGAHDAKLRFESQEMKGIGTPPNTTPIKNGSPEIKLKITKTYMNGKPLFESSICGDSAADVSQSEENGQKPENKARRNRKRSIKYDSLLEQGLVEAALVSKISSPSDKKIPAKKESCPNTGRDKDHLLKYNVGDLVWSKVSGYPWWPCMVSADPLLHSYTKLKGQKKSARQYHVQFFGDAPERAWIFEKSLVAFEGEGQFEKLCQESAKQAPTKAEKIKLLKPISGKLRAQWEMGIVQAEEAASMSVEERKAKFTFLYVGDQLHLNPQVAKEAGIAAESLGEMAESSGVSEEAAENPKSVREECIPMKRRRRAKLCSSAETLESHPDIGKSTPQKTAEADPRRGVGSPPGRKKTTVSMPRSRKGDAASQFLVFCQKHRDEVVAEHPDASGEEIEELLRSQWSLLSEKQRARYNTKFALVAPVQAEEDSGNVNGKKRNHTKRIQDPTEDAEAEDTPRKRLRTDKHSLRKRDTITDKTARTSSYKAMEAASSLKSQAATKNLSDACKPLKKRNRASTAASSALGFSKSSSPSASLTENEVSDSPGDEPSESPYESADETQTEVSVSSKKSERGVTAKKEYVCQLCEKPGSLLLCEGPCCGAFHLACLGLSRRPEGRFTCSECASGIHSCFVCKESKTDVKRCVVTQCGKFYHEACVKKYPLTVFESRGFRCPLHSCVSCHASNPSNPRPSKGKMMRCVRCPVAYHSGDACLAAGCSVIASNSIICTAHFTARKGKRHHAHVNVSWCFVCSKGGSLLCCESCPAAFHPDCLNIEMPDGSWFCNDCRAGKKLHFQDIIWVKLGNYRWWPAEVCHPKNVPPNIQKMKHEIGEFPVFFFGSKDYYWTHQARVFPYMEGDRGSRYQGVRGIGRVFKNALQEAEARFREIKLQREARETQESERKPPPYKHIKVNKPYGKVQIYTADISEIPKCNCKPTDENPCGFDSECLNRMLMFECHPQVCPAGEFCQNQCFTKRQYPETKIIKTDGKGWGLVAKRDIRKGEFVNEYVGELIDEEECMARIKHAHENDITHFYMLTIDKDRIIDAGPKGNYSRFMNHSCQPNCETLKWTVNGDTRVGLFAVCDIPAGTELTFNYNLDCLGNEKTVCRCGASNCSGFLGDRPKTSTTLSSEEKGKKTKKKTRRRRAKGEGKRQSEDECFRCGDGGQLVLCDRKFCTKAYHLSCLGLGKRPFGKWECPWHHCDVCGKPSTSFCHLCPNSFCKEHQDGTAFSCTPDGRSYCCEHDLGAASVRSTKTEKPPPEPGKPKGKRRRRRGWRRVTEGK
# SR-BI DiI-HDL act: SR-BI HDL lipid transfer activation; CHO ldlA[mSR-BI] cells, DiI-HDL uptake fluorescence, 3 h; 100 = double the neutral-control signal; activation, % at 12.5 µM; 320,000 compounds, 0.096% hits; AID 504775;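 active means mean replicate activation of at least 60% and every replicate at or above 60%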;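 further: 0% = median plate neutral-control signal and 100% = twice that signal; values of inactives mirror those of a sister screen read the other way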
#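 system = CHO ldlA[mSR-BI] cells, LDL receptor-null, SR-BI overexpressing | medium = Ham's F12 with 0.5% BSA, HEPES 25 mM, pH 7.4 | probe or stimulus = DiI-HDL 10 µg/mL | compound dosing = single-point compound dose | incubation = compound exposure 3 h, 37 °C | technique = DiI fluorescence, bottom read | read-out = cell-associated DiI fluorescence as measure of HDL uptake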
# PvdQ acylase: blocks Pseudomonas aeruginosa PvdQ acylase activity. AID 488965. 340,000 compounds, 0.063% hits. inhibition, % at 10 µM. purified PvdQ acylase, fluorescence plate reader; in the data active means inhibition above about 30%, passing the limit was not always enough;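 further: 0% = vehicle neutral wells and 100% = reference inhibitor wells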
# SR-BI HDL uptake: blocks mouse SR-BI lipid uptake from DiI-HDL | inhibition, % at 12.5 µM | Q61009 | 320,000 compounds, 0.96% hits | AID 488896 | ldlA[mSR-BI] CHO cells, DiI-HDL uptake fluorescence, 3 h;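 active means mean replicate inhibition of at least 70% and a set share of replicates each scoring 70 or more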;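 further: 0% = median of neutral control wells and 100% = median of positive control wells; values of inactives mirror those of a sister screen read the other way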
# DAGLB inhibitor: blocks human DAGLB lipase activity | Q8NCG7 | HEK293T DAGLB membrane lysate, EnzChek fluorogenic substrate | inhibition, % at 5.17 µM | 340,000 compounds, 0.059% hits | AID 504411; in the data active means inhibition above about 34%;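 further: 0% = enzyme with vehicle and 100% = wells lacking enzyme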
# PKA-R2B act: PKA-R2B complex activation; PKA-R2B holoenzyme dissociation, Cy5-IP20 fluorescence polarization; R2B truncated from residue 108, S112A mutant; 0% DMSO only, 100% 113 µM cGMP; P22694+P31323; activation, % at 11.4 µM; 340,000 compounds, 0.079% hits;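 active means activation above a cutoff set at the mean over all compounds plus 3 SD, cut at about 18% in these data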;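 further: higher means more holoenzyme dissociation and a rise in polarization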
# LANA DNA inh: KSHV C-LANA DNA binding inhibition; MBP-C-LANA/FAM-LBS DNA binding, fluorescence polarization; inhibition, % at 9 µM; 340,000 compounds, 0.078% hits;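 active means highest replicate inhibition at or above 60% at 9 µM, even if other replicates fall short; inactive means all replicates below 60% inhibition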;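 further: 0% = neutral control wells and 100% = 4 µM acridine orange control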
# Arr AP2 block: inhibitors of human beta-arrestin and AP2 interaction; FITC-arrestin peptide / GST-AP2 beads, flow cytometry; AP2 beta2 appendage carries R879A mutation; AID 504490; 340,000 compounds, 0.31% hits; inhibition, % at 10 µM;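 active means inhibition above a set limit, near 3 SD of compounds lacking own fluorescence, cut at about 54% in these data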;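 further: plate controls were DMSO wells for no effect and 5 µM unlabelled arrestin peptide for full effect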
#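 Test system: GST-tagged AP2 beta2-adaptin appendage (R879A) on 4 µm glutathione beads; also added: fluorescein-tagged arrestin peptide at 50 nM final; timing: 12 min plus 1 h, RT; signal: flow cytometry, FL1 (488/535 nm); read-out: percent drop in bead-associated FITC signal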
# * marks the source's active call; other numbers are inactive results; i = inactive; x = no result given.
# The opening 5 records (preview)
# Values run as follows: Keap1 Nrf2 FP, RTF Ca sens inh, NSD2 HMT inh, SR-BI DiI-HDL act, PvdQ acylase, SR-BI HDL uptake, DAGLB inhibitor, PKA-R2B act, LANA DNA inh, Arr AP2 block
(1) COC(=O)C1=C(C)NC(=S)NC1c1ccco1 (stereo not drawn)
    0, -14, 1, -16, -5, 16, -1, 6, -0.1, 6
(2) CCNC(=S)NNC(=O)C1CCCCC1
    0, 1, 13, 55, 7, -55, -3, 1, -1.9, 2
(3) CC(=O)c1cc(-c2ccc(F)cc2)n(CCC(=O)NC(C)(C)C)c1C
    2, -9, -4, 6, -1, -6, 0, 4, 1.5, 1
(4) CCCCC(=O)Nc1ccc(NC(=O)C2CC2)cn1
    1, 2, -3, 10, -9, -10, 0, -1, 0.9, -8
(5) CCN1C(=O)/C(=C2\C=Cc3ccccc3N2CC)OC1=S
    -3, -12, 4, x, -13, x, 1, 2, -1.4, -3

# The list itself (from the top)
# Values run as follows: Keap1 Nrf2 FP, RTF Ca sens inh, NSD2 HMT inh, SR-BI DiI-HDL act, PvdQ acylase, SR-BI HDL uptake, DAGLB inhibitor, PKA-R2B act, LANA DNA inh, Arr AP2 block
(1) COC(=O)C1=C(C)NC(=S)NC1c1ccco1 (stereo not drawn)
    0, -14, 1, -16, -5, 16, -1, 6, -0.1, 6
(2) CCNC(=S)NNC(=O)C1CCCCC1
    0, 1, 13, 55, 7, -55, -3, 1, -1.9, 2
(3) CC(=O)c1cc(-c2ccc(F)cc2)n(CCC(=O)NC(C)(C)C)c1C
    2, -9, -4, 6, -1, -6, 0, 4, 1.5, 1
(4) CCCCC(=O)Nc1ccc(NC(=O)C2CC2)cn1
    1, 2, -3, 10, -9, -10, 0, -1, 0.9, -8
(5) CCN1C(=O)/C(=C2\C=Cc3ccccc3N2CC)OC1=S
    -3, -12, 4, x, -13, x, 1, 2, -1.4, -3
(6) CCCn1c(C(C)Nc2nc(-c3ccc(C)cc3)cs2)nc2cc(Cl)c(N3CCCCC3)cc21 (stereo not drawn)
    -22, -7, x, 1, 2, -1, -7, 7, -5.4, -3
(7) Cc1ccc(-c2csc(N)n2)s1
    -1, 4, x, -1, -10, 1, 2, 3, 0.7, 8
(8) O=C(Nc1ccc(S(=O)(=O)NC2CCCCC2)cc1)c1ccc(Br)o1
    -2, -3, -3, -14, -9, 14, 2, -1, -2.0, 0
(9) C=CCOc1cccc(C(=O)Nc2ncn[nH]2)c1
    -2, 3, -1, 5, -13, -5, 0, -10, 1.6, 5
(10) O=C(Nc1ccccc1)N1CCN(c2ccccc2)CC1
    -1, 11, -1, 6, 20, -6, 0, 2, 1.5, 29
(11) Cc1ccc(-c2csc(/C(C#N)=C(\O)CCl)n2)cc1
    1, 10, -2, -19, -11, 19, 19, 8, 5.4, 0
(12) COc1ccc(NC(=O)CCN2CC(C)OC(C)C2)c(OC)c1 (stereo not drawn)
    -3, -8, 1, -1, -16, 1, 4, 4, -0.6, 28
(13) CC(=O)Nc1ccc(NC(=S)NC(=O)c2ccc([N+](=O)[O-])cc2)cc1
    0, 0, -2, 4, 12, -4, 4, -12, 0.6, 5
(14) CCN(CC)CC#CCC1(O)c2ccccc2-c2ccccc21
    -2, -8, 6, 6, 1, -6, 3, 9, 0.2, 1
(15) CCN(CC)CCCN1C(=O)CSC1c1ccc2c(c1)OCO2 (stereo not drawn)
    0, -5, 9, 5, -17, -5, -4, 4, 0.1, -1
(16) COc1cccc(N(CC(=O)NCCSc2ccc(Cl)cc2)S(C)(=O)=O)c1
    0, -5, -3, 13, -7, -13, 1, -7, -0.2, 6
(17) CCOC(=O)c1ccc(/C=N/O)[n+](Cc2ccccc2)c1
    -1, 2, -3, -10, -6, 10, 2, 3, 0.0, 31
(18) Cc1ccc(OCCCn2c(=O)sc3ccccc32)cc1
    -3, 1, -9, 13, 5, -13, -21, -8, -1.3, 26
(19) CCC1=CC(c2ccccc2)n2ncnc2N1 (stereo not drawn)
    -3, -7, x, -28, -11, 28, -1, 11, -0.3, 31
(20) CCS(=O)(=O)Nc1ccc(-c2nnc(SCC(=O)c3cccc(OC)c3)o2)cc1
    -1, -6, x, -24, -7, 24, -2, 12, 0.8, 4
(21) COc1ccccc1CCNC(=O)c1ccc(NC(=O)CC2SC(N3CCCCC3)=NC2=O)cc1 (stereo not drawn)
    -2, -6, 0, -69, -15, 69, 3, -6, 1.7, -2
(22) Cc1cccc(NC(=O)COC(=O)Cc2cccc(C(F)(F)F)c2)c1C
    -6, -22, -2, 6, -5, -6, -4, -19, -2.2, -1
(23) Cc1nc(N2CCN(S(=O)(=O)c3ccccc3C#N)CC2)c2c(-c3ccccc3)csc2n1
    -4, 3, 1, -14, -8, 14, -4, 4, -0.9, 16
(24) COc1ccccc1NC(=O)N1CCC(C(=O)c2ccc(F)cc2)CC1
    4, -4, -2, -35, -9, 35, 0, -4, -1.0, 1
(25) COc1cccc(C(=O)Nc2ccccc2N2CCOCC2)c1
    -3, -27, -7, -20, 0, 20, -6, -6, -0.8, 20
(26) COc1ccc2c(c1)C(=O)CCC2c1ccccc1 (stereo not drawn)
    -4, -14, -6, 7, -11, -7, -5, 1, 0.4, 3
(27) COc1ccc(CN(CC2CCCO2)S(=O)(=O)c2ccc(-n3cnnn3)c(OC)c2)cc1 (stereo not drawn)
    2, -2, 0, -13, 1, 13, -3, -11, 0.3, 29
(28) COc1ccc(C(=O)N2CCN(C3CCCCC3)CC2)c(OC)c1
    2, -10, 1, 16, -7, -16, 2, 3, 0.3, 5
(29) CS(=O)(=O)c1ccc(C(=O)NCCN2C(=O)S/C(=C\c3cccnc3)C2=O)cc1[N+](=O)[O-]
    2, 5, 6, x, -16, x, -3, -14, 1.5, -11
(30) CCCCCCC(=O)N/N=C1\CCCc2ccccc21
    -1, -15, -1, -1, -10, 1, -4, -1, -0.4, 0

# Complete entries, looked up by structure. Values in the order: Keap1 Nrf2 FP	RTF Ca sens inh	NSD2 HMT inh	SR-BI DiI-HDL act	PvdQ acylase	SR-BI HDL uptake	DAGLB inhibitor	PKA-R2B act	LANA DNA inh	Arr AP2 block
# Cc1cccc(NC(=O)COC(=O)Cc2cccc(C(F)(F)F)c2)c1C is entered as -6	-22	-2	6	-5	-6	-4	-19	-2.2	-1
# CCN(CC)CCCN1C(=O)CSC1c1ccc2c(c1)OCO2 (stereo not drawn) is entered as 0	-5	9	5	-17	-5	-4	4	0.1	-1
# CS(=O)(=O)c1ccc(C(=O)NCCN2C(=O)S/C(=C\c3cccnc3)C2=O)cc1[N+](=O)[O-] is entered as 2	5	6	x	-16	x	-3	-14	1.5	-11

# (listing goes on)
# Values run as follows: Keap1 Nrf2 FP, RTF Ca sens inh, NSD2 HMT inh, SR-BI DiI-HDL act, PvdQ acylase, SR-BI HDL uptake, DAGLB inhibitor, PKA-R2B act, LANA DNA inh, Arr AP2 block
(31) Cc1cc(CN2CCC(N3CCC(C(=O)NC4CC4)CC3)CC2)cc(C)c1O
    -3, 3, 0, 8, -9, -8, 1, -3, 0.4, -1
(32) COc1ccc(/C=C/C(=O)Nc2ccc(OC)nc2)cc1
    -5, -4, -1, -7, -5, 7, 0, -4, -2.7, -7
(33) CC(C)C1CCN(C(=O)C2CCC(=O)N(CCc3ccc(Cl)cc3)C2)CC1 (stereo not drawn)
    -3, 0, 1, -1, -18, 1, 0, -13, -1.1, -8
(34) O=C(C[n+]1ccc2ccccc2c1)c1ccccc1
    -3, 5, 1, 30, -13, -30, 1, 2, 0.0, 1
(35) Cc1nc(NC(=O)/C=C/c2ccccc2)sc1C(=O)Nc1cccc(Cl)c1
    2, 4, -1, -39, 0, 39, 11, 3, 5.5, 17
(36) COc1ccc(NC(=S)N(CCCN2CCCC2)Cc2cccn2Cc2ccc(Cl)cc2)cc1Cl
    -3, -6, 1, 1, -19, -1, -2, 1, -0.6, 0
(37) Cc1ccc(S(=O)(=O)CC(O)COc2ccc(C#N)cc2)cc1 (stereo not drawn)
    1, -3, -3, 8, -2, -8, 1, -1, 0.8, -19
(38) N#Cc1nc(-c2ccc(Cl)cc2)oc1NCc1cccc2c1OCO2
    -1, 2, -10, 23, -6, -23, -2, -3, 1.2, -5
(39) O=C(Nc1ncccc1O)c1cccc(S(=O)(=O)N2CCN(c3ccc(F)cc3)CC2)c1
    -4, -7, 4, 16, -13, -16, 4, 7, -0.7, 4
(40) C/C(=N\Nc1ccc(S(N)(=O)=O)cc1[N+](=O)[O-])c1cccnc1
    3, -7, -1, 9, 5, -9, 4, 9, -1.3, 35
(41) COc1ccc(C=NNC(=O)c2ccccc2OCc2ccc(F)cc2)c(OC)c1
    -6, -9, -2, 2, -20, -2, -2, -3, 1.2, 1
(42) CN1/C(=C\C=C2/SC(=S)NC2=O)C(C)(C)c2ccccc21
    -71, i, x, 7, 22, -7, -73, -5, -59, 40
(43) Cc1nc(SCC(=O)NCC2CCCO2)c2c3c(sc2n1)CCC3 (stereo not drawn)
    1, -13, x, -7, -2, 7, 1, 7, -1.4, -1
(44) COc1ccc(/C=N/N2C(=N)SCC2=O)cc1
    1, -8, 5, 12, -12, -12, -1, -6, 0.7, -5
(45) CC(C)C(C(=O)NCC1CCCO1)N(Cc1ccco1)C(=O)CNS(=O)(=O)c1ccccc1 (stereo not drawn)
    -6, -5, -4, 16, -14, -16, -1, -2, 0.1, 5
(46) O=C(O/N=C/c1ccc2c(c1)OCO2)c1ccc([N+](=O)[O-])cc1
    2, -17, -2, 31, -9, -31, 2, -3, 0.9, -10
(47) Cc1ccc(-c2csc(NC(=O)CN3C(=O)CCC3=O)n2)cc1
    1, -1, x, -4, -8, 4, -1, -5, -1.5, -12
(48) Cc1ccc2cc(CCNS(=O)(=O)c3ccc(Cl)cc3)c(=O)[nH]c2c1C
    -1, 5, -4, x, 2, x, -1, 0, -0.7, 34
(49) Cc1ccc(S(=O)(=O)NCc2ccc(C(=O)NC3CCC(C)CC3)cc2)cc1 (stereo not drawn)
    3, -4, -2, -35, -10, 35, 1, -7, 1.3, 4
(50) CC(C)(C)c1cnnn1-c1cccc([N+](=O)[O-])c1
    -5, x, -3, -18, 0, 18, x, x, -0.9, 7
(51) Nc1ccccc1C(=O)NCc1ccc(Cl)cc1
    0, -7, 0, 15, -4, -15, -1, 6, -0.2, 32
(52) O=C(COc1cccc(Br)c1)N/N=C1\CCSC1
    -1, -14, 13, -7, -9, 7, -1, 8, -0.4, 3
(53) COc1cccc(NC(=O)NC2(C(=O)N3CCN(C)CC3)CCCCC2)c1
    1, 0, -1, x, -11, x, -1, 6, -1.6, -3
(54) CSc1cccc(NC(=O)CN(C)S(=O)(=O)c2ccc(F)cc2)c1
    7, -4, 0, -12, 3, 12, -5, -6, -3.5, 3

# Compound activity as filed in PubChem BioAssay.
